TCR activator: activators of T cell receptors; primary human leukocytes, anti-CD3, IL-2 HTRF, 48 h; Potency, µM (series often up to 9.22 µM), inactives show at the top dose activation of IL-2 secretion, actives largely listed as activators; 330,000 tested, under 10 active; also: % of control where 0% means no effect
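Using a-CD3 beads without co-stimulation, primary human leukocytes were exposed to compounds for 48 hr. An HTRF IL-2 kit measured the cytokine, with europium-to-d2 energy transfer producing emission at 665nm upon 320nm excitation.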
TSG101-PTAP inh: blocks PTAP/TSG101 interaction to inhibit HIV-1 budding; Q99816; Fluorescence polarization, FITC-PTAP peptide / Tsg101 binding; 340,000 tested, under 10 active; Potency, µM (doses to about 115 µM), inactives show at the top dose activity change, negative = inhibition, usual class: inhibitors; active = well fitted inhibition curve with a large enough effect in the main read-out, with a control signal flat, not every such curve was filed as active; inconclusive = small, poorly fitted or top-dose-only effect, or effect the other way, or a change in a side signal; inactive = no such curve, though single readings can be large or run the other way; also: potency is read from the fitted curve at half-maximal effect; % of control where 0% means no effect
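Fluorescence anisotropy tracks displacement of a FITC-tagged PTAP peptide (50 nM) from the Tsg101 binding domain (10 uM), following a 20 min room-temperature incubation at pH 7.5.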
TSHR antag: human thyrotropin receptor antagonism | TSHR-expressing cells, TSH-stimulated cAMP HTRF, 2 h; active compounds read low | hit rate 0.2% among 330,000 | activity change, negative = inhibition, % at 11.5 µM | P16473;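 active = activity change below a set negative limit, meaning inhibition stronger than a set level, cut at about -70% in these data; inconclusive = activity change between two set negative limits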; also: % is scaled to controls: 0 for no effect and ±100 for the full control effect
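Cell-based HTRF cAMP assay; TSHR cells + compound, TSH EC80 (4nM final), 2 h, 37 deg C. Lysis with anti-cAMP cryptate and cAMP-d2, 30 min RT, read 665/620 nm.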
USP2a inh: inhibitors of human ubiquitin-specific protease USP2a; O75604; USP2 core, Ub-CHOP2 coupled fluorogenic reporter, 485/531; Potency, µM (titrated, usually from 38.3 µM), for inactives: at the highest dose activity change, negative = inhibition, most hits filed as inhibitors; hit rate 0.01% among 330,000; AID 463254;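 also: potency is read from the fitted curve at half-maximal effect; plate controls were DMSO wells for no effect and full inhibition by NEM control for full effect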
Target sequence (O75604 whole entry, looked up): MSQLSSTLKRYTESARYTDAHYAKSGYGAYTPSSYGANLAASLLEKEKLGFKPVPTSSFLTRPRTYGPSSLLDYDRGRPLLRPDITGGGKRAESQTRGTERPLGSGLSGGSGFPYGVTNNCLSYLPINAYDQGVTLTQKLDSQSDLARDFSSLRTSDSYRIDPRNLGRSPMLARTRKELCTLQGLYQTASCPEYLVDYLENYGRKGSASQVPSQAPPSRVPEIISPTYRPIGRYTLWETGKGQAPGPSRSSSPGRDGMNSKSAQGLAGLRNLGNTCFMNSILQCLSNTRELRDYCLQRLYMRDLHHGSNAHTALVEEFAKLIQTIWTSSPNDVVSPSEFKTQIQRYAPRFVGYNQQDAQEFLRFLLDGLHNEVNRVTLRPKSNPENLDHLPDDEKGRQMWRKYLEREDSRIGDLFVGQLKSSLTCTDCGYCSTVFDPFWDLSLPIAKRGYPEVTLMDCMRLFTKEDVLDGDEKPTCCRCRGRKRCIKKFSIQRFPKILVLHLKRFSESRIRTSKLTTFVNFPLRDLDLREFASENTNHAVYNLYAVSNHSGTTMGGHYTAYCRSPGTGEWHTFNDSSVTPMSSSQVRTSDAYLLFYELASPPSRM
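Deubiquitinase activity read as fluorescence (485/531 nm) after Ub-CHOP2 cleavage activates the enterokinase reporter on its substrate; USP2 core 10nM, Ub-CHOP2 and substrate 25nM each, 30min compound preincubation then 60min RT; data normalized to NEM, curves fitted.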
Eya2 inh: blocks the phosphatase activity of human Eya2. Potency, µM (doses to about 76.9 µM), without a hit: top-dose activity, negative = inhibition, most hits filed as inhibitors. recombinant Eya2, OMFP fluorescence dephosphorylation (OMFP is methylfluorescein phosphate). O00167. AID 488837. hit rate 0.006% among 330,000; also: potency is read from the fitted curve at half-maximal effect; % is scaled to controls: 0 for no effect and ±100 for the full control effect
Target sequence (O00167 whole entry, looked up): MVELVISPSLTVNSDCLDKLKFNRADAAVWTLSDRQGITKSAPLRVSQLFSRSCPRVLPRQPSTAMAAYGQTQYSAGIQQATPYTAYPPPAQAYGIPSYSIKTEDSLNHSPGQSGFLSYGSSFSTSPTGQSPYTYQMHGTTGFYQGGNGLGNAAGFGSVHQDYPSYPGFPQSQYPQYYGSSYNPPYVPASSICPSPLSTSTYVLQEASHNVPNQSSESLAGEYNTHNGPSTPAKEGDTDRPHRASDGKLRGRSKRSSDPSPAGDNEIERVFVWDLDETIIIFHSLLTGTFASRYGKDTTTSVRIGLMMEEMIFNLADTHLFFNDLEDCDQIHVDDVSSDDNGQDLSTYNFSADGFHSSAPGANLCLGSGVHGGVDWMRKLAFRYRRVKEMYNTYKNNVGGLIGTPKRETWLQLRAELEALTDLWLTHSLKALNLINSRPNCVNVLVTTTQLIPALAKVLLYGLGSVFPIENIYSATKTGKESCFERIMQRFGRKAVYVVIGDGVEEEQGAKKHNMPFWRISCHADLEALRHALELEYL
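Eya2 protein (added as 0.2 uM solution) was preincubated with compound for 10 min at ambient temperature in 50 mM HEPES pH 7.5, 50 mM NaCl, 5 uM MgCl2, 0.05% BSA, 1 mM DTT. OMFP (added at 50 uM) then reacted 10 min; fluorescence read at 485/525 nm.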
Mito fusion yeast: mitochondrial division inhibition or fusion activation | S. cerevisiae fusion-defective mutant growth rescue, CellTiterGlo 48 h | Potency, µM (top dose mostly 46.1 µM), inactives show at the top dose growth rescue (activation), actives largely listed as activators | hit rate 0.23% among 320,000 | AID 485298;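 also: potency is read from the fitted curve at half-maximal effect; % of control where 0% means no effect; nearly all actives have a fitted effect of over 45% in size; temperature-sensitive fusion mutants such as fzo1-1 at 37 °C on non-fermentable ethanol glycerol medium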
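Growth-rescue viability read-out: after 48 h at the non-permissive 37C in glycerol/ethanol YPEG, yeast mitochondrial fusion mutants are measured by CellTiterGlo luminescence; compounds (23 nl pinned per well) restoring growth score as division inhibitors or fusion activators.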
ELG1 DNA repair: ELG1-dependent DNA repair inhibition. hit rate 2.3% among 330,000. Potency, µM (titrated, usually from 46.1 µM), for the others: at the top dose activity change, negative = inhibition, usual class: inhibitors. AID 504467. HEK293T ELG1-luciferase reporter, luminescence, 16 h; DNA damage induced by 5-fluorouridine; also: potency is read from the fitted curve at half-maximal effect; % is scaled to controls: 0 for no effect and ±100 for the full control effect; nearly all actives have a fitted effect of over 55% in size
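Luminescence from the luciferase reporter, measured 30 min after ONE-Glo reagent at room temperature, was the read-out. Beforehand, 2,000 cells per well were exposed for 16 hr at 37 °C to 5-fluorouridine together with compound or vehicle.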
uPA generation: inhibitors of cell surface uPA generation | cell surface uPA generation assay, qHTS | Potency, µM (titrated, usually from 38.3 µM), for inactives: at the highest dose activity change, negative = inhibition, actives largely listed as inhibitors | hit rate 0.31% among 330,000 | AID 540303; active = well fitted inhibition curve with a large enough effect; inconclusive = small, poorly fitted or top-dose-only effect; inactive = no such curve, though single readings can be large or run the other way; tested in mouse RAW 264.7 cells; also: potency is read from the fitted curve at half-maximal effect; % is scaled to controls: 0 for no effect and ±100 for the full control effect; nearly all actives have a fitted effect of over 55% in size
BCR signal inh: blocks chronic active B-cell receptor signaling | Potency, µM (doses to about 46.1 µM), without a hit: at the top dose ratio change, negative = lower green/red ratio, actives largely listed as inhibitors | ABC-DLBCL IkBa-CBG/CBR reporter, luminescence ratio, 4 h | hit rate 0.05% among 340,000 | AID 493014; active = well fitted inhibition curve with a large enough effect in the signal ratio, with a control signal flat, not every such curve was filed as active; inconclusive = small, poorly fitted or top-dose-only effect, or effect the other way, or a change in a side signal; the % refers to the signal ratio;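 also: potency is read from the fitted curve at half-maximal effect; plate controls were basal doxycycline-induced cells for no effect and cells given 10 µM MG132 for full effect; MG132 reads +100%, hits lower the ratio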
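TMD8 human ABC-DLBCL cells with doxycycline-inducible IκBα–green luciferase fusion and unfused red luciferase, in 0.5% FBS medium; compounds up to 46 uM, 4 h at 37C. Green/red luminescence ratio, filter-overlap corrected, fitted to concentration-response curves.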
Tb PFK block: T. brucei PFK enzyme inhibition | Potency, µM (highest dose often 57.5 µM), for inactives: top-dose activity, negative = inhibition, most hits filed as inhibitors | T. brucei PFK, ADP-Glo luminescence | hit rate 0.17% among 330,000;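 also: potency is read from the fitted curve at half-maximal effect; 0% = uninhibited 1x PFK enzyme wells and -100% = no-enzyme wells; nearly all actives have a fitted effect of over 60% in size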
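In TEA buffer at pH 8.0 with 5 mM MgCl2, enzyme (1.25 nM) converted F6P (0.5 mM) and ATP (0.1 mM) for 45 min at room temperature. ADP product was read by luciferase luminescence.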
B2AR arrestin: recruits beta-arrestin to the human beta2-adrenergic receptor | P07550 | beta-arrestin recruitment to beta2AR, cell-based reporter | Potency, µM (titrated, usually from 46.1 µM), without a hit: at the top dose activation, hits mostly activators | hit rate 0.02% among 330,000 | AID 492947;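 also: potency is read from the fitted curve at half-maximal effect; 0% = DMSO controls and full agonism = EC100 isoproterenol or metaproterenol; nearly all actives have a fitted effect of over 65% in size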
Active calls of the source: *; ? = inconclusive; . = not tested or not shown; & = joins results of further samples; [ ] = dose if it differs, or a comment. Unless noted, calls follow the shape of the dose curve; as a rule, active = well fitted curve in the direction sought with a large enough effect; inconclusive = small, poorly fitted or top-dose-only effect, or another doubt; inactive = no such curve, though single readings can be large; an effect the other way counts as inactive or inconclusive.

SMILES	TCR activator	TSG101-PTAP inh	TSHR antag	USP2a inh	Eya2 inh	Mito fusion yeast	ELG1 DNA repair	uPA generation	BCR signal inh	Tb PFK block	B2AR arrestin
Cc1cccc(C(=O)NCC(=O)OCC(=O)N(C)CC(=O)Nc2ccc(F)cc2)c1	0%	-2%	5	0%	-30%	-2%	?	3%	0%	-5%	0.0%
COc1cc(S(=O)(=O)NC2CCCCC2C)ccc1F (configuration not stated)	4%	-9%	-12	-1%	0%	-11%	-8%	-2%	1%	4%	-0.8%
Cc1cc(C)n2nc(C(=O)NCc3cccc(C(F)(F)F)c3)nc2n1	7%	-1%	-22	2%	-11%	4%	-2%	-3%	?	0%	-0.5%
Cc1csc2ncc(C(=O)Nc3cccc(C(F)(F)F)c3)c(=O)n12	4%	-1%	8	2%	-2%	4%	?	6%	7%	-9%	0.3%
Cc1csc(NC(=O)C2CCCCC2)n1	.	-1%	0	1%	4%	-1%	?	0%	1%	2%	0.6%
CCc1ccccc1N(CC(=O)OC)S(C)(=O)=O	-5%	-3%	3	2%	4%	-4%	-2%	6%	4%	-8%	-0.4%
CC1(C)CC(=O)c2ccc(O)cc2O1	-1%	-5%	15	4%	26%	-6%	13%	-1%	-13%	1%	0.0%
Cc1ccc2nc(/C(C#N)=C/c3ccc(-c4ccccc4C(=O)O)o3)[nH]c2c1	2%	?	1	9%	?	6%	-2%	-23%	?	-7%	-0.4%
CCOC(=O)CN1CC23C=CC(O2)C(C(=O)Nc2ccc(F)cc2)C3C1=O (configuration not stated)	-1%	-2%	4	2%	1%	0%	1%	0%	11%	2%	-0.1%
COc1ccc(CNc2nc3ccccc3s2)cc1OC	10%	1%	-21	-1%	2%	-6%	?	-3%	?	2%	-0.9%
O=C(CC(=O)Nc1ccc(F)cc1)Nc1ccc(F)cc1	-7%	-1%	4	-1%	4%	2%	10%	1%	-7%	-15%	0.1%
CNc1nc(-c2ccc([N+](=O)[O-])cc2)cs1	3%	-4%	3	0%	3%	5%	?	-6%	9%	-5%	0.1%
CCc1ccccc1NC(=S)N(CCCN(C)C)Cc1cc2cc3c(cc2[nH]c1=O)OCO3	4%	-4%	-3	2%	-14%	-10%	-5%	2%	-12%	-6%	0.5%
Cc1ccc(-c2nnn(CC(=O)NC3CC4CCC3C4)n2)cc1 (configuration not stated)	6%	-7%	-3	1%	-25%	10%	0%	1%	?	-5%	-0.2%
Cc1nnsc1-c1nnc(SCC(=O)c2ccccc2)n1C1CC1	0%	-3%	39	-1%	9%	-4%	15%	19%	-2%	-8%	0.0%
CC(=O)Nc1ccc(S(=O)(=O)N2CCC(C(=O)N[C@@H](C)C(=O)NC3CCCC3)CC2)cc1	-11%	0%	10	1%	-2%	-15%	?	1%	-2%	-10%	-0.3%
CC(C)CCNC(=O)C1CCN(c2nc3ccccc3o2)CC1	-8%	-2%	11	1%	-19%	2%	?	.	-3%	0%	1.9%
Cc1ccc(OCc2n[nH]c(=S)n2-c2ccc(C)cc2)cc1	-1%	-6%	12	2%	-1%	-1%	0%	-8%	?	5%	0.3%
C[C@H](N=C1NS(=O)(=O)c2ccccc21)C(=O)OCc1cc([N+](=O)[O-])cc2c1OCOC2	-7%	0%	-8	14%	0%	-1%	3%	1%	?	-3%	-0.1%
O=C(NCC1COc2ccccc2O1)C1CCCN(S(=O)(=O)c2cnc[nH]2)C1 (configuration not stated)	0%	1%	33	1%	35%	6%	2%	10%	3%	-14%	-0.1%
CCN1C(=NCc2cccc(Cl)c2)N[C@@H](c2cccc(F)c2)C(C(=O)OC)=C1C	-7%	0%	2&3	3%&0%	-4%&3%	-14%&-16%	-12%	-6%	?	3%&-3%	0.5%&-0.9%
O=C(O)/C=C/C(=O)Nc1ccc2c(c1)NC(=O)CO2	-3%	2%	5	-1%	?	-1%	8%	-1%	-1%	-3%	-0.1%
CC1=CC(C)(C(Cl)Cl)C(C)=CC1=O (configuration not stated)	-1%[46.1 µM]	1%	4	0%	6%	4%	-6%	.	-4%	4%	0.1%
O=c1c2ccccc2sn1-c1cc(S(=O)(=O)N2CCOCC2)ccc1N1CCOCC1	8%	-11%	-20	-2%	-4%	-9%	8%	-4%	-20%	13µM*	-0.1%
CCS(=O)(=O)C1=NN2C(=N)/C(=C\c3ccc(OS(=O)(=O)c4ccccc4)c(OC)c3)C(=O)N=C2S1	.	.	1	1%	0%	-2%	?	.	11%	?	0.2%
Cc1cc(N2C(=O)CCC2=O)n(-c2ccccc2)n1	6%	1%	0	2%	8%	-4%	0%	-5%	6%	0%	-0.1%
O=c1[nH]c2ccccc2c2cn(-c3ccccc3)nc12	2%	0%	-13	2%	-2%	-4%	?	-1%	?	21%	0.2%
CCOc1ccc(NC(=O)CSc2nc(O)c(C)c(=O)n2-c2ccc(F)cc2)cc1	7%	-2%	-6	1%	-3%	-3%	1%	-4%	-1%	2%	-0.8%
CCN1CCN(C(c2ccc(F)cc2)c2nnnn2Cc2ccc3c(c2)OCO3)CC1 (configuration not stated)	-3%	-1%	32	5%	4%	4%	14%	.	-1%	?	-0.3%
CC1/C(=N/O)CC(c2ccco2)NC1c1ccco1 (configuration not stated)	1%[46.1 µM]	2%	5	1%	1%	-4%	-2%	-1%	5%	-1%	-0.1%
C[C@@H]1COC(=O)[C@H](NC(=O)OCC2c3ccccc3-c3ccccc32)C/C=C\C[C@@H](CC(=O)N[C@H](CO)Cc2ccccc2)C(=O)N1	0%	0%	-28	5%	-35%	.	?	-24%	1%	2%	-0.7%
CC(/C=N/n1c(-c2cc(C)[nH]n2)n[nH]c1=S)=C\c1ccco1	-2%	0%	-32	-2%	0%	-1%	?	-5%	7%	-19%	-0.4%
O=C(Nc1ccccc1C(=O)N1CCCCC1)c1cccs1	-4%	-8%	16	0%	4%	-3%	30%	-4%	?	-7%	-0.6%
COc1ccccc1OCc1nnc(SCC(=O)N2CCCCC2)o1	-3%	-2%	5	1%	-2%	-1%	2%	-4%	-11%	-1%	0.5%
Cc1ccc(S(=O)(=O)NCCOC(=O)Nc2sc(=S)n(C)c2C)cc1	-14%	-5%	10	-2%	10%	-2%	-23%	-4%	-4%	-15%	-1.1%
CN(C)S(=O)(=O)c1cccc(NC(=O)c2ccc3c(c2)S(=O)(=O)N=C2CCCCCN23)c1	.	.	-4	4%	4%	-6%	-13%	.	-4%	1%	-0.7%
CC(Oc1ccccc1)C(=O)N1CCC2(CC1)CC(=O)c1ccccc1O2 (configuration not stated)	2%	-1%	33	-1%	10%	9%	?	0%	9%	-2%	0.0%
CCCN1CCN(C(=O)c2noc3c2COc2ccc(C)cc2-3)CC1	-6%	-3%	0	-1%	3%	-1%	?	15%	1%	-4%	-1.0%
CS(=O)(=O)N1CCC(C(=O)Nc2ccc(Cl)cc2)CC1	.	-1%	50	0%	1%	4%	1%	-3%	0%	-2%	-0.2%
Cc1cc(C)c(S(=O)(=O)N2CCCCC2CCNC(=O)C(=O)NCC2CCCO2)c(C)c1 (configuration not stated)	-10%	-3%	0	0%	9%	1%	4%	0%	-2%	-3%	-0.2%
COc1ccc(CC(=O)c2ccc(O)cc2O)cc1OC	.	-4%	-4	2%	-15%	-3%	?	-5%	-14%	2%	0.1%
CC(=O)C1=C(O)C(=O)N(c2ccc(Br)cn2)C1c1ccccc1[N+](=O)[O-] (configuration not stated)	9%	-13%	5	-6%	2%	5%	?	1%	?	-1%	-1.1%
CCC(=O)Nc1cc(C)c(NC(=O)CCc2ccccc2)cn1	4%	4%	-5	7%	11%	2%	-8%	-5%	-1%	-6%	-3.4%
CN(CC(=O)Nc1ccccc1Cl)CC(=O)N(C)c1c(N)n(Cc2ccccc2)c(=O)[nH]c1=O	1%[46.1 µM]	2%	15	2%	-22%	.	8%	2%	-1%	-2%	-0.5%
CCC(=O)N1CCc2cc(S(=O)(=O)NC(C(=O)NC3CCCc4ccccc43)C(C)C)ccc21 (configuration not stated)	0%	-2%	-10	3%	-3%	0%	7%	1%	1%	0%	-1.0%
O=C(c1ccco1)N(CCCN1CCOCC1)c1nc(-c2ccc(Cl)cc2)cs1	-2%	-6%	-16	-3%	-24%	21%	21µM*	10%	-3%	0%	-0.2%

Bioassay records (PubChem BioAssay)
